MOR-DOR ag: agonists of human mu-delta opioid receptor heterodimerization | P35372+P41143 | cells, OPRM1-OPRD1 heterodimerization, luminescence | activation, % at 9.3 µM | actives 0.3% (n = 340,000) | AID 504326; in the data active means activation above about 18%;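 further: 0% = vehicle-treated cells and 100% = reference agonist; values of inactives mirror those of a sister screen read the other way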
Target sequence (P35372 whole entry, looked up): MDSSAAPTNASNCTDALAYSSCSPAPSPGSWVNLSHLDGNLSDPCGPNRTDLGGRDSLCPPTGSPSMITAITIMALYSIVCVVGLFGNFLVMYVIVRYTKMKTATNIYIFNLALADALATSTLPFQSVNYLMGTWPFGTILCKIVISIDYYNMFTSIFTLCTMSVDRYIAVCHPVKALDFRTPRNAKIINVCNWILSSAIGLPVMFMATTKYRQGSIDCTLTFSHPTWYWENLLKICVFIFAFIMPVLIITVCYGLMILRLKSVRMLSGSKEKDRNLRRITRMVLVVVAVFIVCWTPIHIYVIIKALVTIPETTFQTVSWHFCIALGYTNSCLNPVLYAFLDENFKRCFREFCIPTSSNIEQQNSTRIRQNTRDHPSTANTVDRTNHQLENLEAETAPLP
Target sequence (P41143 whole entry, looked up): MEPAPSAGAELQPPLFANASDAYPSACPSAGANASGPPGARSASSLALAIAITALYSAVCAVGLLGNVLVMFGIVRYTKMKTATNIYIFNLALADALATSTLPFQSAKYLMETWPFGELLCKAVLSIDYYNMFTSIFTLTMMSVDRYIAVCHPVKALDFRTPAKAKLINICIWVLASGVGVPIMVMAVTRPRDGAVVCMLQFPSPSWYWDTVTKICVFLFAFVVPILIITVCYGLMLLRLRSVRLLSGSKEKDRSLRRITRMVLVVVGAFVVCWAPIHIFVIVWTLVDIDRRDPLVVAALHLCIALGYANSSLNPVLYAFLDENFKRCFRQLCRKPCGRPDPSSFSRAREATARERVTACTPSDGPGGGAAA
PfHsp90 set2: growth inhibition of yeast expressing Plasmodium Hsp90 | S. cerevisiae expressing PfHsp90, BacTiter-Glo ATP, 48 h; yeast lacking PDR1 and PDR3 efflux regulators | actives 0.32% (n = 310,000) | inhibition, % at 9.4 µM | AID 504621;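 active means every replicate shows inhibition above about 80%, whatever the replicate mean, limit read from the data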;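 further: 0% = DMSO neutral controls and 100% = 20 µM radicicol positive controls; yeast relying on Plasmodium falciparum Hsp90 in place of its own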
SUMO Mot1 rescue: SUMOylation pathway inhibition by Mot1-301 growth rescue; S. cerevisiae Mot1-301 growth rescue, ATP luminescence, 38.5C; percent above DMSO median, 100 means doubled; growth rescue, % at 18.8 µM; actives 1% (n = 320,000);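 active means every valid replicate shows activation above 250% relative to neutral control wells; inactive means the rest, any valid replicate at or below 250%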;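 further: OY570 slx delta 5 strain wells were the positive control but not used for scaling; some compounds called inactive have numbers as strong as hits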
Tat transport: inhibitors of E. coli Tat protein transport; E. coli MC4100 TorA-mCherry Tat export, fluorescence; inhibition, % at 10 µM; actives 0.036% (n = 340,000); AID 488895;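 active means mean replicate inhibition at least 50% and at least half of replicates individually reaching 50%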;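 further: exported cargo escapes ClpAP degradation while cytoplasmic cargo is degraded and loses fluorescence; 0% = median of neutral control wells and 100% = median of NaSCN control wells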
E coli growth: reduces bacterial viability in AddAB counter-screen; E. coli V3065 growth, OD600 absorbance, 18 h; inhibition, % at 11.9 µM; actives 0.27% (n = 330,000);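 active means inhibition above the campaign's mean inhibition across all tested compounds plus 3 SD, cut at about 9.9% in these data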;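 further: uninfected addAB+ strain grown without phage in ampicillin broth; 0% = DMSO wells and 100% = ciprofloxacin 0.95 µg/ml wells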
PKA-R1A act: PKA-R1A complex activation; P00514+P68181; PKA-R1A dissociation, Cy5-IP20 fluorescence polarization; scaled: DMSO 0%, 113 µM cGMP 100%; activation, % at 11.4 µM; AID 504707; actives 0.083% (n = 340,000);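 active means percent activation above the mean of all tested compounds plus 3 SD, cut at about 19% in these data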;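 further: higher means more PKAc released from R1A so a rise in polarization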
phage Ecoli inh: E. coli growth loss with phage present; growth absorbance; inhibition, % at 11.9 µM; actives 0.26% (n = 360,000); AID 651602; in the data active means inhibition above about 11%
OPRM1-OPRD1 inv: inverse agonist of human OPRM1-OPRD1 heterodimerization. cell-based MOR-DOR heterodimer luminescence, inverse agonism. inhibition, % at 9.3 µM. actives 0.21% (n = 340,000); in the data active means inhibition above about 22%, passing the limit was not always enough;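 further: 0% = cells with DMSO and 100% = wells without cells with DMSO; values of inactives mirror those of a sister screen read the other way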
HTR5A inv ag: inverse agonist of human HTR5A in OPRM1-OPRD1 counter-screen | P47898 | HTR5A cell line, luminescence, inverse agonism | inhibition, % at 9.3 µM | actives 0.083% (n = 340,000) | AID 504634; in the data active means inhibition mostly above about 23%, no sharp cut-off; inactive means mostly below about 18%;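 further: 0% = cells with DMSO and 100% = no-cell wells with DMSO; some compounds called inactive have numbers as strong as hits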
AddAB inh: less growth of phage-infected E. coli with AddAB | E. coli expressing H. pylori AddAB, absorbance growth | inhibition, % at 11.9 µM | actives 0.29% (n = 330,000) | AID 435030; in the data active means inhibition above about 12%;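 further: 0% = vehicle wells of infected cells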
PKA-R2B act: activates the human PKA-R2B holoenzyme complex; P22694+P31323; PKA-R2B holoenzyme dissociation, Cy5-IP20 fluorescence polarization; R2B truncated from residue 108, S112A mutant; 0% DMSO only, 100% 113 µM cGMP; activation, % at 11.4 µM; actives 0.079% (n = 340,000); AID 504700;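 active means activation above a cutoff set at the mean over all compounds plus 3 SD, cut at about 18% in these data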;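 further: higher means more holoenzyme dissociation and a rise in polarization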
Active calls of the source: *; x = no result given.

SMILES	MOR-DOR ag	PfHsp90 set2	SUMO Mot1 rescue	Tat transport	E coli growth	PKA-R1A act	phage Ecoli inh	OPRM1-OPRD1 inv	HTR5A inv ag	AddAB inh	PKA-R2B act
Cc1ccc(CNC(=O)CN(c2ccc(C)cc2)S(=O)(=O)c2c(C)nn(C)c2C)cc1	-1.9	-7	-11	6	-1.7	-13	-2.0	10	-1	1.9	9
COc1cc(OC)cc(C(=O)NCCNC(=O)c2ccco2)c1	1.1	3	19	-6	-1.4	-10	0.8	-6	-15	-2.7	8
COc1cc(OC)cc(C(=O)N[C@H](C(=O)Nc2ccc(S(=O)(=O)N(C)C)cc2)C(C)C)c1	-1.3	31	-11	-4	-0.7	3	6.6	7	-5	1.2	7
O=C(CCC1CCN(C(=O)Cc2c(F)cccc2F)CC1)NC1CC1	-3.7	-12	357	-2	-1.4	7	-0.7	18	0	4.8	-5
O=C(CNC(=O)c1ccc(Oc2ccccc2)cc1)OCc1ccc(Br)cc1	0.5	-10	8	-3	-0.9	-2	4.1	-3	3	0.6	6
CCn1c2ccccc2c2nnc(SCC(=O)Nc3cc(C)on3)nc21	0.2	3	26	4	-0.2	-2	-2.0	-1	0	3.5	-12
C=CCNC(=O)C1CC(=O)N(c2ccc(OCC(=O)Nc3ccc(Cl)cc3)cc2)C1 (centres undefined)	-2.4	26	12	6	-0.3	4	0.8	15	2	2.2	4
CN(C(=O)COC(=O)/C=C/c1cn(-c2ccccc2)nc1-c1ccc2c(c1)OCCO2)C1CCS(=O)(=O)C1 (centres undefined)	-3.5	-24	9	9	-0.8	4	-0.5	17	12	-0.2	-10
CCOc1ccc(CNC(=S)Nc2ccccc2)cc1Cl	5.3	-18	-12	-3	2.2	-9	3.8	-26	5	6.0	-8
COc1ccc(-n2nnnc2SCC(=O)c2ccc3c(c2)OCCO3)cc1	-2.4	10	-9	4	-2.5	-5	2.2	14	-18	2.6	2
Cc1cc(C(=O)N2CCN(c3ncccc3C#N)CC2)no1	-1.7	7	9	7	-2.6	4	3.5	8	6	1.1	5
COc1ccc(/C=C/C2=CC(C)(C)NC(=S)N2)cc1	-2.9	3	13	3	-0.7	1	0.3	15	1	-1.4	-9
CC1=CC(c2ccccc2)n2nc(N)nc2N1 (centres undefined)	-0.2	2	-1	5	1.6	-2	-1.2	1	-5	3.7	-3
CC(C(=O)O)c1ccc(N2Cc3ccccc3C2=O)cc1 (centres undefined)	-1.9	-26	3	7	0.6	-8	4.3	10	12	-2.4	7
CCCCc1nc2cc(C(=O)N3CCCCC3COC)ccc2o1 (centres undefined)	-4.3	-6	-16	5	-0.8	-9	2.6	14	14	-2.1	-7
C=C1C(C(=O)Nc2cccc(OC)c2)C1C(=O)Nc1cccc(OC)c1 (centres undefined)	-2.0	3	-16	2	-1.6	0	-0.1	13	14	0.8	10
Cc1cc(C(F)(F)F)nn1Cc1n[nH]c(=S)n1-c1ccc(Cl)cc1	0.0	-30	-7	-4	-1.2	-2	-0.2	0	-12	-0.4	-5
Cc1cccc(CSc2nc3nc(C)cc(C)n3n2)c1	-2.8	-9	5	1	-1.2	-6	1.0	14	-1	1.1	-12
CCC(C(=O)Nc1nc(C)c(C(=O)OC)s1)c1ccccc1 (centres undefined)	-3.0	x	230	8	0.2	-2	4.1	14	21	1.6	-3
CCc1ccc(-c2csc(NC(=O)Oc3ccccc3)n2)cc1	1.0	5	8	7	0.0	3	3.7	-6	-22	0.0	1
COc1cc(CCC(=O)OCC(=O)Nc2ncc(Cl)cc2Cl)cc(OC)c1OC	-1.7	x	-6	2	-2.5	4	1.3	8	-10	1.0	0
COc1cccc(C2C(C#N)=C(N)N(N(C)C)C3=C2C(=O)CC(C)(C)C3)c1 (centres undefined)	-2.3	2	0	-1	2.8	-4	0.5	12	-2	3.8	-4
Cc1cc(C)nc(NS(=O)(=O)c2ccc(NC(=O)c3ccco3)cc2)n1	-2.8	-12	12	4	0.1	-11	2.0	13	5	3.2	-12
Cc1cc(=O)n(C2CCS(=O)(=O)C2)[nH]1 (centres undefined)	x	6	3	-1	-0.8	x	3.3	x	x	-1.0	x
CC(=O)N1CC=CC1(CC(C)C)C(=O)NCc1cc(F)cc(C(F)(F)F)c1 (centres undefined)	-2.5	x	136	0	-0.3	1	-3.4	14	3	3.3	1
COc1ccc(NC(=O)CN2CCN(C(=S)NC3CCCC3)CC2)cc1	-0.8	-32	-24	-4	-1.0	-3	4.4	4	8	4.0	4
CC1CCCCN1CC(O)COCCC12CC3CC(CC(C3)C1)C2 (centres undefined)	1.7	7	170	3	1.3	14	0.1	-8	17	1.7	2
CC12CCC(=O)C=C1CCC1C2C(O)CC2(C)C1CCC2(O)C(=O)CO (centres undefined)	-2.7	-39	0	-2	0.8	-7	2.4	15	-15	-1.8	-3
O=C(Cn1cc(Br)ccc1=O)Nc1ccc2c(c1)OCO2	-1.5	12	-7	1	1.2	-4	3.7	6	11	2.2	-5
CCOC(=O)c1c(NC(=O)c2cccnc2)sc(C)c1C	-2.9	12	6	-2	-2.0	8	-1.2	16	8	-0.4	-1
O=C(CCN1CCN(Cc2ccccc2)CC1)NNC(=O)Nc1cccc(Cl)c1	-0.5	-9	6	-2	2.1	-7	2.2	3	-49	2.0	3
c1ccc(-c2nnc3nc(N4CCCCC4)nc(N4CCCCC4)n23)cc1	-3.9	-16	x	1	x	-7	1.5	19	2	x	-2
Cc1ccc(NC(=S)N2CCCC(c3nc4ccc(C)cc4[nH]3)C2)c(C)c1 (centres undefined)	-0.2	4	10	2	0.9	0	2.7	1	-23	2.5	-7
CC(=O)Nc1ccc(NC(=O)CN(C)CC(=O)Nc2ccccc2Br)cc1	-3.4	8	-2	1	-1.3	9	2.5	16	14	1.7	12
O=C(COC(=O)c1cccnc1)Nc1cccc2ccccc12	-0.1	-14	3	5	1.4	0	1.4	0	-12	2.9	-4
COCCN(C(=O)CCC(=O)Nc1nccs1)C(C(=O)NC(C)(C)C)c1ccc(C)cc1 (centres undefined)	0.9	5	3	0	-1.8	-8	-0.9	-6	-1	-0.5	-1
O=C(Cn1cnc2ccccc2c1=O)NNC(=O)c1cccc([N+](=O)[O-])c1	1.4	-14	-1	-9	0.2	-8	2.0	-6	-13	0.0	5
O=S(=O)(/N=C(/Nc1ccccn1)c1ccc(Cl)cc1)c1ccc(Cl)cc1	-2.2	1	12	5	-1.4	-12	2.7	10	13	2.4	-6
CC(C)N(CCCNC(=O)Cn1c(=O)c2cccn2c2ccccc21)Cc1ccccc1	1.6	-9	3	-2	-4.1	-4	0.6	-9	7	2.7	-4
COc1ccc(NS(=O)(=O)c2cc3c(cc2C)N(C)CCO3)c(OC)c1	-0.4	36	-19	1	0.7	-6	4.7	2	10	-3.2	-1
Cc1cc(=O)n(-c2ccc(C(=O)O)cc2)[nH]1	-1.2	-18	489	1	0.0	-9	3.2	6	11	1.0	0
COc1ccccc1NC(CC(=O)c1ccccc1)C(=O)OCC(=O)c1ccc(C)c(C)c1 (centres undefined)	-2.7	24	136	-13	2.3	2	0.6	15	10	6.0	-8
CCOC(=O)C1CCN(S(=O)(=O)c2ccc(NC(C)=O)c(Cl)c2)CC1	0.1	1	7	-2	1.5	7	4.7	-1	-13	2.8	-5
N#C/C(=C(/O)c1ccc(Br)s1)c1nc2ccccc2[nH]1	4.5	-75	1	8	-1.2	10	0.4	-26	-32	-0.3	6
CC1CN(C(=O)c2cccc(C(=O)N3CC(C)OC(C)C3)c2)CC(C)O1 (centres undefined)	-2.5	-11	-11	1	-0.1	1	0.5	11	-10	4.0	-1
CCC(NC(=O)c1ccccc1NC(=O)c1ccccc1)C(=O)NNC(=O)c1cccnc1 (centres undefined)	-1.4	21	-10	9	3.6	-6	1.7	7	-4	0.2	-10
O=[N+]([O-])c1cccc(N=Cc2ccccc2)c1	-3.4	9	x	-3	x	-14	1.8	16	-19	x	-9
Cc1ccc(-c2cc(-c3ccc4c(c3)OCO4)c(C#N)c(N)n2)o1	1.4	x	12	4	1.4	-12	1.4	-7	-9	1.4	-1
CCOc1cccc(C(=O)Nc2cccc(C(=O)NC(C)(C)C)c2)c1	-0.9	3	-1	0	0.4	-5	0.5	4	-8	3.2	1
O=C(O)c1ccc(/C=N\Nc2ccccn2)cc1	0.6	13	-19	-2	1.0	-6	2.1	-3	13	2.4	1

Not a retest: 4 of the compounds above.
SMILES	MOR-DOR ag	PfHsp90 set2	SUMO Mot1 rescue	Tat transport	E coli growth	PKA-R1A act	phage Ecoli inh	OPRM1-OPRD1 inv	HTR5A inv ag	AddAB inh	PKA-R2B act
CCC(NC(=O)c1ccccc1NC(=O)c1ccccc1)C(=O)NNC(=O)c1cccnc1 (centres undefined)	-1.4	21	-10	9	3.6	-6	1.7	7	-4	0.2	-10
O=[N+]([O-])c1cccc(N=Cc2ccccc2)c1	-3.4	9	x	-3	x	-14	1.8	16	-19	x	-9
Cc1ccc(-c2cc(-c3ccc4c(c3)OCO4)c(C#N)c(N)n2)o1	1.4	x	12	4	1.4	-12	1.4	-7	-9	1.4	-1
CCOc1cccc(C(=O)Nc2cccc(C(=O)NC(C)(C)C)c2)c1	-0.9	3	-1	0	0.4	-5	0.5	4	-8	3.2	1

The listing continues:
SMILES	MOR-DOR ag	PfHsp90 set2	SUMO Mot1 rescue	Tat transport	E coli growth	PKA-R1A act	phage Ecoli inh	OPRM1-OPRD1 inv	HTR5A inv ag	AddAB inh	PKA-R2B act
Cn1c(SCC(=O)NCc2ccc3c(c2)OCO3)nnc1C1COc2ccccc2O1 (centres undefined)	-2.0	-5	-6	-7	0.7	3	1.7	12	-2	-0.8	-10
Cc1nc2ccccc2c(=O)n1NC(=O)c1cccc(Cl)c1	-3.3	-11	0	2	0.2	4	0.6	16	-8	-0.7	7
O=C(Nc1cccc(NC(=O)c2ccc(-c3cccc(Br)c3)o2)c1)c1ccco1	-0.6	16	10	-4	-1.1	-2	-0.6	4	-5	2.5	-14
Cc1cccc(NC(=O)c2ccccc2OCC(=O)c2ccccc2)c1	-0.8	12	-19	-1	0.4	5	1.7	4	-14	-1.8	1
CCOCCc1nnc(NC(=O)c2cccc(F)c2)s1	-1.5	13	13	-6	-1.0	-14	0.6	7	1	1.1	0
C/C(=N\NC(=O)c1cccc(S(=O)(=O)N2CCOCC2)c1)c1ccc(C#N)cc1	-2.6	10	2	22	1.9	3	3.6	14	-6	-0.2	2
C/C(CC(=O)N1CCCC1)=N\NC(=O)c1cc2ccccc2cc1O	5.1	21	153	-2	2.3	-4	2.7	-26	5	2.5	-13
Cc1cc2nnc(SCC(=O)NCC3CCCO3)n2c2ccccc12 (centres undefined)	-3.0	-2	20	1	0.5	-4	2.9	16	13	4.5	1
C[C@@H](NC(=O)[C@@H]1Cc2ccccc2CN1C(=O)OC(C)(C)C)C(=O)NCC1CCCO1 (some centres undefined)	-4.4	20	21	-2	0.3	3	1.4	23	-7	-0.6	0
CC(C)OP(=O)(OC(C)C)C(O)c1cccc([N+](=O)[O-])c1 (centres undefined)	-2.9	-8	6	-2	0.2	6	1.7	15	0	1.0	0
